# Bioassay records from PubChem BioAssay.
# RGS8-Gao reg: RGS8-Galphao binding modulators, primary screen, biochemical, multiplexed bead flow cytometry; AID 1423, 2008; actives lie on both sides; hit rate 0.34% among 220,000; response (percent of control binding), % at 10 µM; Guanine nucleotide-binding protein G(o) subunit alpha (Homo sapiens), P09471; in the data active = response below about 60% or above about 140%; inactive = in between;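 also: Galphao activated as the GDP aluminium fluoride complex binding bead-coupled RGS8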
# Target sequence (P09471 whole entry, looked up): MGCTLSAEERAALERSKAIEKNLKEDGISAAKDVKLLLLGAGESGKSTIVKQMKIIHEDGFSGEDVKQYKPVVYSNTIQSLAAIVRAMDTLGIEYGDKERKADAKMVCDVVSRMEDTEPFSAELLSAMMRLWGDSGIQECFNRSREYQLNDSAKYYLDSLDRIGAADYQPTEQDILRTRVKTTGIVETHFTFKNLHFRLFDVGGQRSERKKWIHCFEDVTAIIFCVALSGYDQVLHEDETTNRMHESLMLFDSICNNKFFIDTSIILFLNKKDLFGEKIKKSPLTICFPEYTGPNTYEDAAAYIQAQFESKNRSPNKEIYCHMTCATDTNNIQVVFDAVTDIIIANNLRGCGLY
# Mcl1 Bid PPI: Mcl-1/Bid binding inhibitors, primary screen, biochemical, TR-FRET, 1536-well | AID 1021, 2008 | hit rate 0.97% among 220,000 | TR-FRET Mcl-1/Bid-Dy647 peptide binding | inhibition, % at 21.7 µM;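 active = compounds that cut the binding signal by more than half at the single screening dose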;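 also: His-tagged Mcl-1 with europium anti-His antibody binding Bid BH3 peptide; 0% = Mcl-1 plus peptide wells and 100% = peptide-only wells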
# Mcl1 Noxa PPI: Mcl-1/Noxa binding inhibitors, primary screen, biochemical, TR-FRET, 1536-well. Induced myeloid leukemia cell differentiation protein Mcl-1 (Homo sapiens), Q07820. TR-FRET Mcl-1/Noxa peptide binding, 2 h. inhibition, % at 21.7 µM. hit rate 1.5% among 220,000. AID 1022, 2008;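 active = compounds that cut the protein-peptide binding signal by more than 50% relative to plate controls in a single-dose test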;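 also: His-tagged Mcl-1 with rhodamine Noxa BH3 peptide and terbium anti-His antibody; 0% = Mcl-1 plus Noxa peptide wells and 100% = peptide-only wells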
# Bim-Bcl-2: inhibitors of Bim-Bcl-2 binding, primary screen, biochemical, multiplexed, human Bcl-2 family; Bead-based flow cytometry, Bim peptide-Bcl-2 binding; inhibition, % at 10 µM; AID 950, 2007; Apoptosis regulator Bcl-2 (Homo sapiens), P10415; hit rate 0.06% among 190,000; in the data active = inhibition above about 40%; inconclusive = no clear call, values can overlap the other calls;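 also: 0% = no compound wells with probe peptide and 100% = reference peptide inhibitor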
# RGS4-Gao reg: modulators of RGS4 binding to Galphao, primary screen, biochemical, multiplexed bead flow cytometry. AID 1415, 2008. Guanine nucleotide-binding protein G(o) subunit alpha (Homo sapiens), P09471. hit rate 0.33% among 220,000. binding response (% of control), % at 10 µM. actives lie on both sides; in the data active = binding response below about 49% or above about 150%; inactive = in between;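 also: fluorescent Galphao activated with aluminum fluoride binding bead-coupled RGS4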
# Bim-Mcl-1: inhibitors of Bim peptide binding to Mcl-1, primary screen, biochemical, bead-based flow cytometry, multiplex. Induced myeloid leukemia cell differentiation protein Mcl-1 (Homo sapiens), Q07820. inhibition, % at 10 µM. hit rate 0.1% among 190,000. Bim peptide-Mcl-1 binding;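 also: 0% = no compound tracer wells and 100% = peptide blocker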
# RGS7-Gao: RGS7-Galphao binding modulators, primary screen, biochemical, multiplexed bead flow cytometry | Guanine nucleotide-binding protein G(o) subunit alpha (Homo sapiens), P09471 | actives lie on both sides | binding response (% of control), % at 10 µM | hit rate 0.35% among 220,000; in the data active = binding response below about 49% or above about 150%; inconclusive = no clear call, values can overlap the other calls; inactive = in between;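 also: fluorescent Galphao held in activated GDP-AlF4 state binding bead-coupled RGS7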
# Bcl-W Bim block: inhibitors of Bim binding to Bcl-W, primary screen, biochemical, multiplexed, bead-based flow cytometry; Bcl-2-like protein 2 (Homo sapiens), Q92843; inhibition, % at 10 µM; hit rate 0.02% among 190,000; Bim peptide-Bcl-W binding;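 also: 0% = bound tracer without compound and 100% = peptide blocker; higher means less fluorescent Bim peptide bound to Bcl-W beads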
# Target sequence (Q92843 whole entry, looked up): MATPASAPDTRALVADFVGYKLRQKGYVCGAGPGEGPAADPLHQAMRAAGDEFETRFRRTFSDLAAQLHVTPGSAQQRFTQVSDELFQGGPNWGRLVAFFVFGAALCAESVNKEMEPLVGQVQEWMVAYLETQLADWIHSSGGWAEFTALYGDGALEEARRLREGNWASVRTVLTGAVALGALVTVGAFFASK
# Bim-Bcl-B: inhibitors of Bim-Bcl-B binding, primary screen, biochemical, multiplexed, human Bcl-2 family | bead-based flow cytometry, Bim peptide-Bcl-B binding | inhibition, % at 10 µM | hit rate 0.073% among 190,000 | AID 951, 2007 | Bcl-2-like protein 10 (Homo sapiens), Q9HD36;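 also: 0% = tracer peptide without compound and 100% = reference inhibitor peptide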
# Target sequence (Q9HD36 whole entry, looked up): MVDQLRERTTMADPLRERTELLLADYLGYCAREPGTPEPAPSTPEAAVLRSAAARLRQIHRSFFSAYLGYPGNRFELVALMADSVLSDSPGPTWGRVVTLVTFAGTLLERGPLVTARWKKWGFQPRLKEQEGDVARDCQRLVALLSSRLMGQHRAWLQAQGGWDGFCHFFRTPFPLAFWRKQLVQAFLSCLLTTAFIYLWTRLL
# Bcl-XL Bim block: inhibitors of Bim-Bcl-XL binding, primary screen, biochemical, multiplexed, bead flow cytometry, human Bcl-XL. inhibition, % at 10 µM. hit rate 0.04% among 190,000. Bim peptide-Bcl-XL binding, fluorescence. Bcl-2-like protein 1 (Homo sapiens), Q07817. AID 1007, 2008
# Target sequence (Q07817 whole entry, looked up): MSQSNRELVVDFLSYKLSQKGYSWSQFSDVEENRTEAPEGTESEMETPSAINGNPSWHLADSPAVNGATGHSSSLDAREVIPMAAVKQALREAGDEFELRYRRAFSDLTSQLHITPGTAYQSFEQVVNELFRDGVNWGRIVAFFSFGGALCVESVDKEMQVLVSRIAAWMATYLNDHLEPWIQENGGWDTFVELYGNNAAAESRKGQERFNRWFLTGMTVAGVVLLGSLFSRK
# Bim-Bfl-1: inhibitors of Bim binding to Bfl-1, primary screen, biochemical, multiplexed, bead-based flow cytometry | Bcl-2-related protein A1 (Homo sapiens), Q16548 | Bim-Bfl-1 binding inhibition | inhibition, % at 10 µM | hit rate 0.12% among 190,000;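 also: 0% = wells without compound plus tracer and 100% = blocker peptide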
# An asterisk follows results filed as active; u = inconclusive; x = not tested or not shown. Rule as the data show it, unless noted: active = inhibition above about 40%.
SMILES,RGS8-Gao reg,Mcl1 Bid PPI,Mcl1 Noxa PPI,Bim-Bcl-2,RGS4-Gao reg,Bim-Mcl-1,RGS7-Gao,Bcl-W Bim block,Bim-Bcl-B,Bcl-XL Bim block,Bim-Bfl-1
CC(=O)Nc1ccc(Sc2ncccc2C(=O)Nc2cc(Cl)cc(Cl)c2)cn1,98,-18,-14,1,101,-3,98,-1,-1,-4,-2
Cc1onc(-c2ccccc2Cl)c1C(=O)Nc1ccc2c(c1)OCO2,102,-34,-2,-11,107,-3,98,1,-13,-4,-9
CC(C)(/C=N/NC(=O)CSCc1ccc(Cl)cc1)CCC#N,96,-19,10,1,93,0,92,0,-4,-3,-3
O=C(CSc1cccc2cccnc12)N/N=C/c1ccncc1,101,-9,7,-4,105,0,103,-3,-5,-2,-3
O=C(O)c1ccc(-c2cccc([N+](=O)[O-])c2)o1,97,-27,17,x,94,x,u,x,x,x,x
Brc1cccc(-c2nnc3n2CCC3)c1,103,-29,16,-8,103,-3,101,-3,-8,5,-6
Cc1ccc(CN(Cc2ccc(C)o2)C(=S)NCC(=O)O)cc1,102,-13,16,-4,103,-8,103,-6,-17,-7,2
Cn1c(Cn2c(=O)sc3ccccc32)nnc1SCC(=O)N1CCc2ccccc21,99,-11,-19,5,99,4,99,5,5,5,2
COC(=O)COc1ccsc1C(=O)OC,101,-31,-11,-11,104,-3,103,-2,-13,-6,-15
Cc1cc(/C=N/NC(=O)CC2(C)OCCO2)c(C)n1-c1cc(Cl)cc(Cl)c1,95,-36,8,4,98,-6,97,-3,-9,-2,-5
O=S(=O)(Nc1ccc(-c2nc3ccccc3o2)cc1)c1ccccc1,94,0,-8,-2,100,-7,100,0,-3,-6,-3
C=CCOc1ccc(/C=N/NC(=O)C(C)Sc2ccccn2)cc1OC (configuration not stated),99,-3,38,-5,101,-1,100,-1,-2,0,-3
CCOC(=O)CSc1nnc(Cc2cc(=O)[nH]c(=O)[nH]2)n1-c1ccc(Cl)cc1,100,-14,21,-8,100,0,101,0,-5,0,-11
Cc1nn(C)cc1CN(C)C(=O)c1nn2c(c1Cl)NC(c1cccs1)CC2C(F)(F)F (configuration not stated),101,-13,6,0,99,-1,98,-3,-6,-5,0
CCn1c(SCC(=O)Nc2cccc(C)c2)nc2nc3c(cc2c1=O)COC(C)(C)C3,101,-3,16,x,106,x,u,x,x,x,x
CCn1c(COc2ccc3c(c2)CCCC3)nnc1SCC(=O)Nc1nccs1,120,10,3,6,106,-4,105,2,0,-1,2
Cc1ccc(C(=O)Nc2nc(-c3cc(Cl)sc3Cl)cs2)cc1,97,-5,53*,7,95,5,99,6,10,5,4
COc1ccc(C=O)cc1CSc1nnc(COc2cccc3cccnc23)o1,93,0,16,-4,87,-3,93,-8,-8,-4,-2
Cc1ccc(-n2ncc3c(=O)[nH]c(SC(C)C)nc32)cc1,99,-4,6,-7,95,0,95,0,-6,-3,-9
CCCSc1nc(-n2ncc(C#N)c2N)c2c3c(sc2n1)CCC(C)C3 (configuration not stated),101,-16,-19,-9,102,0,103,3,-10,-11,-9
Cc1cc(C(=O)N/N=C2\CC(=O)CC(C)(C)C2)c(C)n1-c1ccccc1,99,-69,-6,6,99,1,98,4,1,3,2
O=C(Nc1ccc(Cl)c(Cl)c1)C1=Cc2ccccc2OC1,108,21,-10,-2,108,-2,99,-4,-4,-3,0
COc1cc(NC(=S)N2CCN(c3ccccn3)CC2)cc(OC)c1,100,-36,-12,-5,100,-15,99,-12,-16,-7,1
Cc1ccc(NC(=O)Cn2cc(S(=O)(=O)c3ccc(C)cc3)c(=O)c3cc(F)ccc32)cc1,102,-8,-52,0,102,-5,101,-1,-4,-3,-2

# Nothing new here: an excerpt of the list.
SMILES,RGS8-Gao reg,Mcl1 Bid PPI,Mcl1 Noxa PPI,Bim-Bcl-2,RGS4-Gao reg,Bim-Mcl-1,RGS7-Gao,Bcl-W Bim block,Bim-Bcl-B,Bcl-XL Bim block,Bim-Bfl-1
Cc1cc(C(=O)N/N=C2\CC(=O)CC(C)(C)C2)c(C)n1-c1ccccc1,99,-69,-6,6,99,1,98,4,1,3,2
O=C(Nc1ccc(Cl)c(Cl)c1)C1=Cc2ccccc2OC1,108,21,-10,-2,108,-2,99,-4,-4,-3,0
COc1cc(NC(=S)N2CCN(c3ccccn3)CC2)cc(OC)c1,100,-36,-12,-5,100,-15,99,-12,-16,-7,1
Cc1ccc(NC(=O)Cn2cc(S(=O)(=O)c3ccc(C)cc3)c(=O)c3cc(F)ccc32)cc1,102,-8,-52,0,102,-5,101,-1,-4,-3,-2

# Continued:
SMILES,RGS8-Gao reg,Mcl1 Bid PPI,Mcl1 Noxa PPI,Bim-Bcl-2,RGS4-Gao reg,Bim-Mcl-1,RGS7-Gao,Bcl-W Bim block,Bim-Bcl-B,Bcl-XL Bim block,Bim-Bfl-1
O=C(NN=c1c(=O)c2ccccc2c1=O)c1ccccc1,102,-3,14,0,101,-1,99,-2,-2,0,0
CSc1ccccc1C(=O)NC1CCCCCC1,101,-25,-4,-3,97,-3,98,-4,-1,3,0
COc1ccc(C(=O)NNC(=S)NC(=O)c2ccc(Br)o2)cc1OC,98,-91,-60,-1,107,-2,102,-1,-10,-3,-5
C/C(=N/NC(=O)CNC(=O)Cc1ccccc1)c1ccc(Cl)cc1,102,-12,0,x,103,x,u,x,x,x,x
COCc1cc(N2CCN(c3ccccc3F)CC2)nc(-c2ccccc2)n1,100,4,0,-2,96,-1,94,0,-2,-1,-5
CC(Sc1nnnn1-c1ccccc1)C(=O)Nc1ccc(Cl)cn1 (configuration not stated),95,0,4,0,68,0,78,0,1,4,2
Cc1cc(OC(=O)c2ccc(Cl)cc2Cl)nc(C)n1,101,-5,-17,-3,103,3,102,3,-2,-5,-9
O=S(=O)(c1ccc(Cl)cc1)N1CCN=C1SCc1cccc(Cl)c1,104,4,-20,-2,102,-5,103,-2,-6,-5,-1
Cc1ccc(C)c(C(=O)N(Cc2nc(-c3ccc(Cl)cc3)no2)C(C)C)c1,101,1,-1,-4,102,0,106,2,-4,-5,-8
Cc1cc(N/N=C\c2ccccc2)nc(-c2ccccc2O)n1,93,4,41,0,102,2,99,1,4,5,-1
Cc1nc2sc(C(c3ccc(F)cc3)N3CCOCC3)c(O)n2n1 (configuration not stated),98,-5,10,-9,98,-1,98,0,-15,-9,-12
COC(=O)C1=C(C)N(C)C(=O)NC1c1cc(Cl)c(O)c(OC)c1 (configuration not stated),98,-20,11,-8,99,0,99,1,-6,0,-9

# Compounds listed so far that have a COOH group (2):
SMILES,RGS8-Gao reg,Mcl1 Bid PPI,Mcl1 Noxa PPI,Bim-Bcl-2,RGS4-Gao reg,Bim-Mcl-1,RGS7-Gao,Bcl-W Bim block,Bim-Bcl-B,Bcl-XL Bim block,Bim-Bfl-1
O=C(O)c1ccc(-c2cccc([N+](=O)[O-])c2)o1,97,-27,17,x,94,x,u,x,x,x,x
Cc1ccc(CN(Cc2ccc(C)o2)C(=S)NCC(=O)O)cc1,102,-13,16,-4,103,-8,103,-6,-17,-7,2

# Entries above shown as hits in Mcl1 Noxa PPI.
mol,RGS8-Gao reg,Mcl1 Bid PPI,Mcl1 Noxa PPI,RGS4-Gao reg,Bim-Mcl-1,RGS7-Gao,Bcl-W Bim block,Bim-Bcl-B,Bcl-XL Bim block,Bim-Bfl-1
Cc1ccc(C(=O)Nc2nc(-c3cc(Cl)sc3Cl)cs2)cc1,97,-5,53*,95,5,99,6,10,5,4

# (continued)
SMILES,RGS8-Gao reg,Mcl1 Bid PPI,Mcl1 Noxa PPI,Bim-Bcl-2,RGS4-Gao reg,Bim-Mcl-1,RGS7-Gao,Bcl-W Bim block,Bim-Bcl-B,Bcl-XL Bim block,Bim-Bfl-1
O=C(CSc1nc2ccccc2n1Cc1ccc(Cl)cc1)N/N=C/c1ccccc1C(=O)O,104,7,11,-2,101,0,99,0,-4,0,-4
Cc1cc(C)cc(NC(=O)N(C)Cc2ccccc2)c1,104,15,13,x,102,x,u,x,x,x,x
COC(=O)c1cc(Br)c(=O)n(CCN2CCCCC2)c1,124,-37,-6,-1,101,-5,102,-4,-3,-2,0
Cc1nn(Cc2ccccc2Cl)c2sc(C(=O)NCCCn3ccnc3)cc12,102,-27,12,-6,102,-3,100,0,-6,-3,-9
O=C(Nc1ccc(N2CCOCC2)cc1)NC1CCCCC1,92,-46,24,-11,87,-6,85,1,-10,-7,-12
O=C(c1cccc(OC(F)F)c1)N1CCN(c2ncccn2)CC1,95,-5,5,1,91,2,93,0,0,2,0
O=C(Cn1c(=O)n(CCC(=O)N2CCc3ccccc3C2)c(=O)c2ccccc21)NCC1CCCO1 (configuration not stated),104,-1,19,-3,98,0,104,-1,-5,-8,-8
COc1ccc(Nc2nnc(-c3ccc(O)cc3)c3ccccc23)cc1C(N)=O,101,-46,17,0,93,-1,99,-4,-9,-3,-8
O=C(NC1CCCCC1)C1c2ccccc2C(=O)N1Cc1ccco1 (configuration not stated),105,-13,0,-1,103,2,101,4,2,-2,-1
O=C(N/N=C/C(Br)=C\c1ccccc1)c1ccco1,104,74*,14,x,109,x,u,x,x,x,x
CN1CCN(c2nc(-c3cccs3)cs2)CC1,101,-19,20,0,99,0,104,-2,-21,-5,3
O=C(NCc1cccnc1)Nc1ccccc1F,104,-11,-3,0,102,1,102,1,-1,-5,0
Cc1ccc(N=Cc2ccc(N(C)C)cc2)cc1C,98,-52,1,-1,97,-3,96,-4,-5,-1,-4
COc1ccccc1NC(=O)N1CCN(c2cccc(C(F)(F)F)c2)CC1,101,-13,22,-11,94,-5,98,-2,-7,-1,-15
CN(CC(=O)NCc1ccc(F)cc1)S(=O)(=O)c1cccc2nsnc12,95,-14,0,0,95,-4,94,0,-2,-1,-2
O=C(Nc1nc2cc3c(cc2s1)OCCO3)c1ccc(N2C(=O)CCC2=O)cc1,99,-4,22,x,93,x,u,x,x,x,x
CC(=O)C1=C(c2ccccc2)NC(=O)NC1c1ccccc1OCC(=O)NCc1ccccc1 (configuration not stated),95,-25,13,0,94,-4,94,-2,-4,-4,0
NC1=NC(=O)/C(=C/c2cccs2)S1,105,-14,-4,4,102,-1,104,1,0,0,1
CN(C)c1ccc(C(=O)c2ccc(O)cc2O)cc1,103,-24,-1,-11,101,-1,103,-1,-4,-7,1
CCOC(=O)N1CCN(C(=O)COC(=O)c2ccc(O)cc2O)CC1,99,-1,19,-1,97,0,98,1,1,-3,2
COc1ccccc1OCCC(=O)O,101,-5,8,-5,103,-1,u,-2,-3,-4,-6
COc1cccc2[nH]c3c(N4CCC(C)CC4)ncnc3c12,98,-5,27,-3,93,3,91,2,-3,-3,-9
